Anthrax LF inh2 = blocks Bacillus anthracis lethal factor protease; P15917; multiplex microsphere protease cleavage assay, LF; inhibition, % at 10 µM; 360,000 tested, 0.12% active; AID 588501; note: plate controls were buffer without enzyme for full effect and enzyme alone for no effect
Target sequence (P15917 whole entry, looked up): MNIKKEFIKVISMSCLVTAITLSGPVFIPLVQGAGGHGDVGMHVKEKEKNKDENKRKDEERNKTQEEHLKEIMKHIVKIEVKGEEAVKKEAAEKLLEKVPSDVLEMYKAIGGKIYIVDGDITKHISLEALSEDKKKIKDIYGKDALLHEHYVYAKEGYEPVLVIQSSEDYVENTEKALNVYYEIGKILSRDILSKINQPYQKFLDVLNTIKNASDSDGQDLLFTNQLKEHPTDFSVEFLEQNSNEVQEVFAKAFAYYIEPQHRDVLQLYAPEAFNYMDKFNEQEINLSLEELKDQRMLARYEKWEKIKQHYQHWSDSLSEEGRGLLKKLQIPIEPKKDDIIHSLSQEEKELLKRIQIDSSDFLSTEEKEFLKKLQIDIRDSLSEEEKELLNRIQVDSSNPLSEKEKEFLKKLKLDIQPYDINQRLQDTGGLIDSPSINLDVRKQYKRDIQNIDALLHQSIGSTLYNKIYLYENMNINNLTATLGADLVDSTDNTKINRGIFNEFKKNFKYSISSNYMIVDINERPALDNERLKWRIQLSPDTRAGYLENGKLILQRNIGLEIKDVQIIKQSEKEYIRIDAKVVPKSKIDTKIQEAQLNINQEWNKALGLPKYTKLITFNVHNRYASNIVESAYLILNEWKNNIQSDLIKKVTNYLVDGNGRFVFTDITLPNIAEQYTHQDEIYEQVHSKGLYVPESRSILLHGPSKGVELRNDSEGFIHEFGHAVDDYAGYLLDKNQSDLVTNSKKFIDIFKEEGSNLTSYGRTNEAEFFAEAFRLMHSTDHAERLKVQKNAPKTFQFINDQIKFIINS
3CLpro inhibitor = SARS-CoV 3CLpro protease inhibition; recombinant SARS-CoV 3CLpro, quenched FRET peptide cleavage; inhibition, % at 6 µM; 290,000 tested, 0.14% active; in the data active = inhibition above about 12%
PfHsp40 rescue = compounds rescuing yeast from Plasmodium falciparum HSP40 toxicity; S. cerevisiae expressing PfHsp40, growth rescue, ATP luminescence; growth rescue, % at 12.5 µM; 340,000 tested, 0.68% active; AID 504582; in the data active = growth rescue above about 28%, passing the limit was not always enough;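 note: yeast W303a lacking pdr1 and pdr3 grown in galactose medium; growth measured after three days at 30 °C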
CCHF vOTU inh = blocks the CCHF virus ovarian tumor domain protease. CCHFV vOTU protease, Pep-AMC fluorescence. inhibition, % at 11.5 µM. AID 651958. 370,000 tested, 0.55% active; in the data active = inhibition above about 30%; note: 0% = vehicle wells with enzyme and 100% = no enzyme wells
VHR inh abs = inhibitors of human VHR1 phosphatase (DUSP3) | P51452 | recombinant VHR phosphatase, pNPP absorbance | inhibition, % at 13.3 µM | 290,000 tested, 0.52% active; in the data active = inhibition above about 50%; note: some compounds called inactive have numbers as strong as hits
Target sequence (P51452 whole entry, looked up): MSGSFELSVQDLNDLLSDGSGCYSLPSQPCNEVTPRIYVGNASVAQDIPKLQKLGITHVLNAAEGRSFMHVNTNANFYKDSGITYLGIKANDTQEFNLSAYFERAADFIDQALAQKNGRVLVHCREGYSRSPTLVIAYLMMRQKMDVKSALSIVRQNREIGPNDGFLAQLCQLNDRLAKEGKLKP
PriA SSB inh = blocks PriA binding to SSB C-terminal tail | inhibition, % at 33 µM | AID 1272365 | 430,000 tested, 0.6% active | AlphaScreen SSBct-PriA binding, biotinylated peptide; in the data active = inhibition mostly above about 37%, no sharp cut-off; inactive = mostly below about 20%;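 note: plate controls were negative control peptide for no effect and reference peptide for full effect; strong numbers were not always called active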
BoNT A protease = BoNT A light chain protease inhibition. inhibition, % at 10 µM. 360,000 tested, 0.17% active. multiplex microsphere protease substrate cleavage, flow cytometry; note: plate controls were buffer without enzyme for full effect and enzyme alone for no effect
TcdB inh = inhibitors of Clostridioides difficile toxin B glycohydrolase. P18177. TcdB glycohydrolase enzymatic assay, plate reader. inhibition, % at 9.99 µM. 350,000 tested, 0.24% active. AID 652162; in the data active = inhibition above about 10%
Yp Topo-I inh = Y. pestis Topo-I inhibition via cleavage products; Y. pestis Topo-I cleavage product accumulation, plate reader; activity, % at 10 µM; 360,000 tested, 0.064% active; in the data active = activity above about 50%, passing the limit was not always enough; note: inactives centre near 2
Vc quorum ag = induces V. cholerae light production without autoinducers; V. cholerae BH1578 lux reporter, luminescence, 6 h; activation, % at 18.7 µM; 350,000 tested, 0.16% active; AID 588436; in the data active = activation mostly above about 9.7%, no sharp cut-off; note: not every result past the cut was called active; inactives centre near 0; reference of the scale not given here
* marks the source's active call; other numbers are inactive results; i = inactive; . = not tested or not shown; & = joins results of further samples. Cut-off read from the data, not from the text of the source, unless noted: active = inhibition above about 30%; inconclusive = no clear call, values can overlap the other calls; inactive = below that.

SMILES	Anthrax LF inh2	3CLpro inhibitor	PfHsp40 rescue	CCHF vOTU inh	VHR inh abs	PriA SSB inh	BoNT A protease	TcdB inh	Yp Topo-I inh	Vc quorum ag
CCCCc1nc2ccccc2c(NC(=O)CN2CCN(C)CC2)c1CCC	0	-1	0.1	-22	33	-7	-0.5	.	18	-0.2
Cc1cc(C)cc(NC(=O)Nc2cc(S(=O)(=O)N(C)C)ccc2C)c1	-2	3	.	10	-9	-2	-1.1	-0.1	-1	-0.5
O=C(NNC(=O)c1cccnc1)c1ccncc1	2	4	-0.6	-8	-46	0	-2.4	-7.0	0	-0.2
COc1ccc(OC)c(N/C(N)=N/c2nc(C)cc(C)n2)c1	-13	3	-1.3	6	72	.	0.8	0.4	10	2.3
COC(=O)/C(=C\Nc1ccccc1)NC(=O)c1ccc(Cl)cc1Cl	-2	6	0.7	1	7	1	0.4	.	0	-0.2
O=S(=O)(Nc1cc(F)ccc1F)c1cccc2nsnc12	-3	4	-0.7	3	30	-15	2.0	1.8	-1	-0.2
Cc1ccccc1N1CN(Cc2ccco2)CNC1=S	-1	2	0.2	9	-13	11	-0.3	0.3	-4	-0.2
O=C(Nc1ccc(F)cc1)NC1CCCCCCC1	0	0	-1.4	13	10	1	0.9	2.0	0	i
O=C(CNS(=O)(=O)c1ccc(Br)s1)NCC1COc2ccccc2O1 (stereo unspecified)	-4	-5	-0.2	-14	8	-14	0.3	.	-2	i
COCCNS(=O)(=O)c1ccc(Cl)c(C(=O)NC2CCN(Cc3ccccc3)CC2)c1	-4	-3	0.6	13	6	-6	-0.9	-0.6	2	-0.2
Cc1cc(=O)oc2c3c(cc(OCC(=O)NC4CC4)c12)OC(C)(C)CC3	-4	5	0.9	-66	-3	2	-0.6	0.8	0	0.5
O=C(CSc1nnc(-c2ccccc2)o1)NC1CC1	0	.	-1.5	-3	.	-12	7.2	0.9	4	-0.4
N#CCCn1nc(-c2ccccc2)cc1-n1c(C(F)(F)F)nc2ccccc21	2	0	-0.5	16	-4	-8	0.2	.	40	-1.0
COc1ccc(NC(=O)c2ccc(S(=O)(=O)N3CCCCC3)cc2)c(OC)c1	0	0	0.7	6	28	0	3.9	-12	6	-7.8
FC(F)(F)c1nc2nncn2c2c1CCCCC2	-1	2	-0.8	-13	22	-15	-0.5	.	1	-1.9
COc1cccc(C2=NOC(C(=O)NC(C)C)C2)c1 (stereo unspecified)	2	2	-0.1	0	11	-14	1.0	.	-3	1.4
COc1ccc(-c2cc3c(c4c2ccn4C)C2CCC3O2)cc1OC (stereo unspecified)	-4	.	.	14	.	.	0.9	-7.2	.	.
CC(Sc1n[nH]c(N)n1)C(=O)Nc1ccccc1-c1ccccc1 (stereo unspecified)	-6	5	-0.7	6	-5	-15	0.3	1.3	-2	i
C[C@@]12C(=O)N(c3cccc(F)c3)C(=O)N1[C@H](c1ccc(Cl)cc1)[C@@H]1C(=O)N(C3CCCCC3)C(=O)[C@@H]12	1	.	1.7	9	.	-10	-0.3	0.9	4	i
CCOCC(=O)Nc1ccc(S(=O)(=O)NCC2CCCO2)cc1 (stereo unspecified)	-4	6	-0.3	0	30	-2	-3.5	0.5	-4	-0.7

The last six entries of the part before are carried over, then new ones follow.
SMILES	Anthrax LF inh2	3CLpro inhibitor	PfHsp40 rescue	CCHF vOTU inh	VHR inh abs	PriA SSB inh	BoNT A protease	TcdB inh	Yp Topo-I inh	Vc quorum ag
FC(F)(F)c1nc2nncn2c2c1CCCCC2	-1	2	-0.8	-13	22	-15	-0.5	.	1	-1.9
COc1cccc(C2=NOC(C(=O)NC(C)C)C2)c1 (stereo unspecified)	2	2	-0.1	0	11	-14	1.0	.	-3	1.4
COc1ccc(-c2cc3c(c4c2ccn4C)C2CCC3O2)cc1OC (stereo unspecified)	-4	.	.	14	.	.	0.9	-7.2	.	.
CC(Sc1n[nH]c(N)n1)C(=O)Nc1ccccc1-c1ccccc1 (stereo unspecified)	-6	5	-0.7	6	-5	-15	0.3	1.3	-2	i
C[C@@]12C(=O)N(c3cccc(F)c3)C(=O)N1[C@H](c1ccc(Cl)cc1)[C@@H]1C(=O)N(C3CCCCC3)C(=O)[C@@H]12	1	.	1.7	9	.	-10	-0.3	0.9	4	i
CCOCC(=O)Nc1ccc(S(=O)(=O)NCC2CCCO2)cc1 (stereo unspecified)	-4	6	-0.3	0	30	-2	-3.5	0.5	-4	-0.7
CC(=O)N(CN1C(=O)c2ccccc2C1=O)c1ccccc1	-4	-1	-1.3	-9	14	1	0.8	.	9	-0.3
O=C(O)c1cscn1	-5	6	0.6	11	23	-1	-0.8	.	-1	-2.1
Cc1ccc(S(=O)(=O)/N=c2\scc(C)n2C)cc1	-2	.	0.4	0	.	.	0.2	2.1	-8	-5.9
Cc1ccc(C)c(-n2c(C)nc3ccccc3c2=O)c1	0	0	.	-11	2	5	-0.4	-0.1	-1	-1.2
OC1(c2ccccc2Cl)NN=C2CCCCCN21 (stereo unspecified)	2	2	-1.2	7	20	-7	-0.4	0.5	-6	-0.3
O=C(Nc1cccc(Cl)c1)c1csc([C@H]2C[C@H](O)[C@@H](CO)O2)n1	-4	.	.	11	.	.	0.5	0.7	0	-0.3
COc1ccc(OC)c2sc(N3CCCCC3)nc12	6	-1	-0.9	-8	-23	-16	-1.0	.	4	-26
CCOc1ccc(CN2CCNC(=O)C2CC(=O)NCCC2=CCCCC2)cc1 (stereo unspecified)	-4	1	-0.6	-5	-10	-6	0.7	-0.2	-9	i
O=c1oc(-c2ccccc2)cc(Cl)c1Cl	2	-3	556*	0	27	-12	-0.4	0.3	5	i
CN(Cc1ccc(F)cc1)C(=O)c1cccc(S(=O)(=O)NCc2ccccc2)c1	-5	.	2.3	-1	.	0	-0.2	2.3	30	0.0
CN(Cc1cccc(F)c1)C(=O)CN1C(=O)NC2(CCc3ccccc32)C1=O (stereo unspecified)	-2	.	-0.8	-1	.	4	-0.3	1.6	5	i
Cc1cc(N(C)NC(=S)Nc2ccccc2)nc(C)n1	-3	-2	-0.2	-2	-8	-6	-0.3	0.3	-1	i
COc1cc(/C=N\NC(=O)C2C(=O)NCC2c2ccccc2)cc(OC)c1O (stereo unspecified)	1	2	-0.8	6	20	.	-0.1	.	-3	-25
CCC(=O)Nc1nc2ccccc2n1CCN(C)C	3	-3	-1.4	7	57*	2	0.2	0.5	-11	i
Nc1ccc2nc(-c3ccccc3)c(-c3ccccc3)nc2c1	.	-1	-1.5	18	10	-3	.	-0.5	2	0.0
CC(C)CN(C(=O)CSc1nn(-c2ccc(Cl)cc2)c(=S)s1)C1CCS(=O)(=O)C1 (stereo unspecified)	0	-4	1.8	-9	4	-2	-0.3	0.8	27	2.2
Cc1c(C(=O)NCCSCc2c(F)cccc2Cl)cnn1-c1ccc(Cl)cc1	-8	2	132*	-2	20	3	1.0	0.5	28	0.3
C[C@H]1CN(S(=O)(=O)c2ccc3c(c2)OCCO3)CCN1S(=O)(=O)c1c(F)cccc1F	-2	.	1.3	-2	.	-17	-0.8	1.5	8	i
CCOC(=O)c1ccc(N2C(=O)C3C(C2=O)C(C(=O)c2ccc(Cl)cc2)N2CCCC32)cc1 (stereo unspecified)	4	2	-1.0	19	13	-11	2.3	.	-4	i
CCCCCC(O)(CCN1CCCCC1)c1ccc(OCC)cc1 (stereo unspecified)	26	4	-0.5	15	-10	-6	3.8	-0.2	2	-0.5
CCCCCn1c(=O)c(C(=O)Nc2ncccc2C)c(O)c2ccccc21	-1	-3	0.6	-2	20	-10	-4.6	0.1	-7	-0.2
CCN1C(=O)[C@H]2[C@@H](c3ccc(-c4ccc(C(C)=O)cc4)cc3)N3CCC[C@@]3(C(=O)OC)[C@H]2C1=O	-5	.	0.6	24	.	6	-0.5	-8.2	13	-2.1
CCOc1ccc(Br)cc1S(=O)(=O)NC1CCCC1	.	.	-0.2	-1	.	-9	.	2.3	-2	i
Cc1ccc(NC(=O)CC2S/C(=N/N=C3\CCCc4ccccc43)NC2=O)cc1 (stereo unspecified)	-2	-1	-1.3	18	-8	.	0.2	-1.1	14	1.3
Nc1nc(SCC(=O)Nc2cc(C(F)(F)F)ccc2N2CCOCC2)n[nH]1	-3	2	-0.6	-4	16	-9	-1.6	-0.7	6	-0.5
Cc1ccc(N2CC(C(=O)NCCS(=O)(=O)N3CCN(c4ccccc4F)CC3)CC2=O)cc1 (stereo unspecified)	4	1	-0.4	9	28	-1&-2&2	0.5	-0.6	-1	0.5
CCN(CC)C(=O)C(C)OC(=O)COc1ccc(Cl)cc1C (stereo unspecified)	-3	3	-0.3	1	22	-10	-1.2	.	-5	-3.0
CC(C)OC(=O)NCCOC(=O)Nc1ccc(Cl)c(Cl)c1	0	0	1.5	-6	9	-12	-1.1	.	-3	-0.4
Cc1cc(Br)c(NC(=O)CN2C(=O)NC3(CCOc4ccccc43)C2=O)c(Br)c1 (stereo unspecified)	-2	.	.	11	.	.	0.2	1.0	0	-1.3
Cc1[nH]n(-c2ccccc2)c(=O)c1N=Nc1c(O)cc(S(=O)(=O)N(C)C)c2ccccc12	-19	.	-0.9	14	.	-4	0.1	0.8	-3	i
O=C(c1ccc(-c2ccccc2)cc1)N1CCC2CC1c1cc(-c3ccc4c(c3)OCO4)ccc12 (stereo unspecified)	4	.	.	14	.	.	0.2	1.3	.	.
CCOC(=O)c1cc(C)n(Cc2ccc(OCC)c(OC)c2)c1C	-16	1	1.2	-3	2	34	9.6	.	30	-0.2
COc1cc(NC(=S)N2CCCC(CO)C2)cc(OC)c1 (stereo unspecified)	-1	1	0.5	-14	29	-26	-1.1	2.3	-3	i
CC(=O)Oc1ccc(NC(=O)Cc2ccccc2)c(C(=O)O)c1	3	2	0.3	4	11	-21	-0.6	0.7	-6	0.1
COc1ccc(OC)c(NC(=O)CSc2nnc3ccc(-c4ccccn4)nn23)c1	5	.	-0.9	-12	.	-7	11	0.1	11	i
Cc1oc2c(CN3CCCCC3C)c(O)ccc2c(=O)c1-c1ccc(Br)cc1 (stereo unspecified)	-13	-1	-1.6	-66	-2	-4	2.0	0.0	-1	-0.6
CC(=O)c1ccccc1OCCCN1CCCCC1	6	-5	-0.5	4	1	-7	3.1	.	-8	0.4
NS(=O)(=O)c1ccc(-n2nncc2-c2ccco2)cc1	-4	-1	0.2	11	41	3	0.9	-4.5	-3	-0.3
N#Cc1c(C(F)(F)F)cc(-c2cccc(Cl)c2)[nH]c1=O	-3	5	-1.1	-229	-4	-10	-0.9	.	4	i
CC1=C(C(=O)N(C)C)CC(CC(=O)NCCN2CCOCC2)C(=O)N1Cc1ccccc1 (stereo unspecified)	-2	.	.	1	.	.	-0.1	1.9	5	-1.0
OC(COc1ccc(Br)cc1)Cn1ccnc1 (stereo unspecified)	3	-3	-1.8	-1	-8	-2	0.7	0.4	5	i
C/C(=N/NC(=O)Cc1cccc2ccccc12)c1cccs1	-2	1	2.2	9	14	.	0.8	.	10	i
CCOc1ccc(C)cc1S(=O)(=O)Nc1ccc(Cl)cn1	-2	3	1.1	14	-29	-18	0.9	.	4	-0.4
CCCC(=O)Nc1ccc(C(=O)Nc2nc(CC(=O)OCC)cs2)cc1	-10	-6	-0.7	9	2	-2	-0.9	.	-4	.
O=C(Nc1nnc(-c2ccncc2)o1)c1ccc2ccccc2c1	5	1	-0.2	0	4	1&-9	0.9	1.0	-6	3.6
CCC(Sc1nc2ccc(N)cc2s1)C(=O)Nc1nccs1 (stereo unspecified)	-15	1	-0.3	15	-34	11	-0.3	.	-2	-0.6
CC(C)CCNC(=O)C(NS(=O)(=O)c1ccc2c(c1)c(=O)n(C)c(=O)n2C)c1ccccc1 (stereo unspecified)	1	1	-0.6	0	15	-16	0.1	0.7	1	-0.3
Cc1[nH]c(=O)[nH]c(=O)c1S(=O)(=O)N1CCN(c2cccc(Cl)c2)CC1	-5	3	-0.7	7	2	-1	-1.4	.	0	-2.2

Screening data deposited in PubChem by several laboratories.

Not all compounds are listed, so the mix of outcomes need not match the whole.
